Screens (PubChem)
AmpC no deterg: AmpC beta-lactamase inhibition without detergent; AmpC nitrocefin hydrolysis, absorbance 480 nm, 0.0001% Triton; Potency, µM (top dose mostly 57.1 µM), inactives show at the top dose activity change, negative = inhibition, hits mostly inhibitors; 330,000 tested, 0.52% active; AID 485341;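 further: potency means the concentration at half of the fitted maximal effect; plate controls were no compound for no effect and no enzyme for full effect; nearly all actives have a fitted effect of over 20% in size; some results filed as inactive show a strong effect at the top dose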
Target sequence (P00811 whole entry, looked up): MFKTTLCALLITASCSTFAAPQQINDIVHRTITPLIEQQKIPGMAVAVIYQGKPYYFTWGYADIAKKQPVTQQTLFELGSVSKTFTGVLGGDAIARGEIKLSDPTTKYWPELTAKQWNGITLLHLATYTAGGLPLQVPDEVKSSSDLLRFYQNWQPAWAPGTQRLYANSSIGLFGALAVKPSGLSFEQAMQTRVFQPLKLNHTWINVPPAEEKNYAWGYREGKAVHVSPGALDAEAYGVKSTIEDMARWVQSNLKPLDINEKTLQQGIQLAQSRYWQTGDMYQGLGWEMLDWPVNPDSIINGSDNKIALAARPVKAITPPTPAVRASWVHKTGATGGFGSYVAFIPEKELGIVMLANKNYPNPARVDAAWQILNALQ
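20 mM phosphate pH 7.0 + 0.01% (detergent screen) or 0.0001% Triton X-100; 5.3 nM AmpC reagent; cpd preinc 15 min RT; nitrocefin (800 uM stock) to start; A480 q20 s × 4 min; Activity was normalised to no-enzyme and no-compound control wells.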
CHX counter: counter-screen hit for Shiga toxin inhibitors, cycloheximide; cell reporter, cycloheximide protein synthesis inhibition counterscreen; max response, %; 300,000 tested, 12% active; in the data active means max response mostly above about 13%, no sharp cut-off; inactive means mostly below about 14%; further: read at 38.3 µM for the half of the compounds with a filed dose; 0% is about no effect
Shiga toxin inh: inhibitors of Shiga toxin in Vero cells; Vero cells, Shiga toxin protein synthesis inhibition reporter; inhibition, % at 38.7 µM; 290,000 tested, 9.2% active; in the data active means inhibition mostly above about 28%, no sharp cut-off; inactive means mostly below about 43%; further: 0% is about no effect
AmpC detergent: inhibitors of E. coli AmpC beta-lactamase with detergent. P00811. AmpC hydrolysis of nitrocefin, absorbance 480 nm, 0.01% Triton. Potency, µM (highest dose often 114 µM), for inactives: at the top dose activity change, negative = inhibition, most hits filed as inhibitors. 370,000 tested, 0.041% active. AID 485294;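 further: potency means the concentration at half of the fitted maximal effect; 0% = no-compound wells and -100% = no-enzyme wells; nearly all actives have a fitted effect of over 25% in size; some results filed as inactive show a strong effect at the top dose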
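20 mM phosphate pH 7.0 + 0.01% (detergent screen) or 0.0001% Triton X-100; 5.3 nM AmpC reagent; cpd preinc 15 min RT; nitrocefin (800 uM stock) to start; A480 q20 s × 4 min; Activity was normalised to no-enzyme and no-compound control wells.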
AMA1-RON2 inh: AMA1-RON2 (P. falciparum) interaction inhibition; 360,000 tested, 0.2% active; AlphaScreen AMA1-biotinylated RON2 peptide binding; Potency, µM (series often up to 58.2 µM), for the others: top-dose activity change, negative = inhibition, most hits filed as inhibitors;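 further: potency means the concentration at half of the fitted maximal effect; 0% = vehicle wells and -100% = peptide control; nearly all actives have a fitted effect of over 45% in size; some results filed as inactive show a strong effect at the top dose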
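AMA1 (3D7) with his tag at 25 nM final met compounds first, then biotinylated RON2 peptide at 25 nM; detection used donor plus acceptor beads, 10 µg/mL apiece, read by AlphaScreen after 30 min at room temperature.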
HCMV antiviral: blocks human cytomegalovirus replication; activity change, negative = inhibition, % at 57.5 µM; HFF cells, HCMV-luciferase reporter, 72 h; stronger effect = lower value; 410,000 tested, 4.5% active; in the data active means activity change below about -60%; inconclusive means no clear call, values can overlap the other calls; inactive means above about -39%; further: on the % scale 0 is the no-effect control and ±100 the full control effect
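Screen run at 2 compound doses on HFFs infected with reporter HCMV, MOI 1 PFU/cell. Luciferase activity from cell lysates at 72 h post infection gave inhibition relative to buffer-only and Salinomycin wells.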
FBPA Giardia inh: blocks Giardia fructose-bisphosphate aldolase activity; Potency, µM (series often up to 59.6 µM), without a hit: at the highest dose activity, negative = inhibition, usual class: inhibitors; purified Giardia FBPA; AID 2451; 290,000 tested, 0.71% active; A8B2U2; further: potency means the concentration at half of the fitted maximal effect; on the % scale 0 is the no-effect control and ±100 the full control effect; nearly all actives have a fitted effect of over 55% in size
Target sequence (A8B2U2 whole entry, looked up): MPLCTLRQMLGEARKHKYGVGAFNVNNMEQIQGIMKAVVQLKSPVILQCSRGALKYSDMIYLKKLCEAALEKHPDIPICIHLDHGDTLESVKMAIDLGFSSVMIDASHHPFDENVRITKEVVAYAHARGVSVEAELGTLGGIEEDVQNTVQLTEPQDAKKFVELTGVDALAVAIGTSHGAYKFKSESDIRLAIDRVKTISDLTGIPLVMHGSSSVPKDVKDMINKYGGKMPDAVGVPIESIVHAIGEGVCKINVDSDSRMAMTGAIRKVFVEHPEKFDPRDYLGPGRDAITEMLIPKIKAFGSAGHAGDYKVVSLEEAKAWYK
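Giardia FBPA (40 nM reagent) was preincubated 10 min at RT with compound (up to 57.5 uM final), then substrate plus GAPDH/TPI/NAD/arsenate coupling system with diaphorase/resazurin was added; resorufin fluorescence (525/598 nm) was read after 20 min.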
Active calls of the source: *; ? = inconclusive; . = no result given; & = joins results of further samples; [ ] = remark or other dose. Unless noted, the call rests on the fitted dose curve; in most records, active means well fitted curve in the direction sought with a large enough effect; inconclusive means small, poorly fitted or top-dose-only effect, or another doubt; inactive means no such curve, though single readings can be large; an effect the other way counts as inactive or inconclusive. Not a hit list; overall some 16% were active at least once.

SMILES	AmpC no deterg	CHX counter	Shiga toxin inh	AmpC detergent	AMA1-RON2 inh	HCMV antiviral	FBPA Giardia inh
CC1CN(Cc2nc3c(c(=O)n(C)c(=O)n3C)n2CC(O)CO)CC(C)O1 (stereo unspecified)	-3.8%	-2.8	-12.0	?	-7.1%	2.3	2.2%
CCOC(=O)/C(C#N)=C/c1c(N2CCN(c3ccccc3)CC2)nc2ccccn2c1=O	6.6%	41.5*	17.7	-6.5%	0.0%	109.7	-12.4%
C/C(=N\NC(=O)c1nnn(-c2nonc2N)c1-c1ccc2c(c1)OCO2)c1ccc(C)cc1	-27.6%	3.6	-6.3	-3.9%	-10.7%	-33.4	.
COc1ccc(/C=C2\SC(=O)N(CC(=O)NC3C=CS(=O)(=O)C3)C2=O)cc1 (stereo unspecified)	1.3%	-1.4	7.3	-0.4%	13.0%	?	9.9%
Cc1ccc(NC(=O)CN(C)C(=O)c2cc(-c3ccco3)nc3ccccc23)cc1	-43.1%	.	.	1.3%	-17.1%	-11.9	.
Cc1[nH]c(C)c(S(=O)(=O)NCc2ccc(N(C)C)cc2)c1C(=O)N1CCCC1	-12.7%	1.4	-2.8	-9.8%	1.0%	-7.4	2.8%
CCN(CC(=O)Nc1ccc(OC)c(OC)c1)S(=O)(=O)c1ccc(C)cc1	-5.4%	0.9	-6.5	0.4%	-1.1%	-33.4	-7.7%
Cc1cc(C)c(C)c(S(=O)(=O)N2CCN(C(=O)c3ccccc3OCc3c(C)noc3C)CC2)c1C	-17.5%	.	.	-2.4%	-2.8%	-6.6	.
O=C(CC1C(=O)NCCN1Cc1ccccc1C(F)(F)F)NCCn1cccn1 (stereo unspecified)	4.8%	-0.1	3.6	4.8%	6.6%	25.5	-17.4%
O=C(CN1CCN(c2ccccc2O)CC1)Nc1cc([N+](=O)[O-])ccc1Cl	-38.6%	-1.1	-0.7	5.5%	8.6%	10.8	-19.9%
CCOC(=O)Cc1csc(-n2sc3ccccc3c2=O)n1	-24.5%	38.1*	32.7	2.2%	62.7%[activator]	56.7	?
Cc1[nH]c2ccccc2c1/C=N/Nc1ccc([N+](=O)[O-])cc1S(=O)(=O)Nc1ccc(Cl)cc1	-18.3%	-2.4	5.1	1.8%	11.5%	-23.4	1.3%
Cn1cccc1/C=N/NC(=O)Cc1cccc2ccccc12	-35.9%	-3.4	16.2	-11.1%	9.3%	-11.0	-10.9%
Cc1cccc(-n2c(SCC(=O)NCc3ccco3)nc3ccccc3c2=O)c1	-19.9%	2.2	11.6	?	6.2%	-30.5	-0.9%
Cc1ccc(CNC(=O)Cn2cnc3c(OCc4ccccc4)ncnc32)o1	-9.6%	.	.	.	-3.4%	-13.5	.
O=C(CN1C(=O)c2ccccc2S1(=O)=O)c1cccc(Br)c1	-11.2%	1.5	-7.6	0.7%	0.1%	-31.7	.
O=C(NC1CCCC1)C(c1ccc(N2CCOCC2)cc1)N(Cc1ccccc1)C(=O)c1ccco1 (stereo unspecified)	0.8%	-5.3	-1.7	?	0.4%	23.5	5.4%
O=C(COc1ccccc1)Nc1ncn[nH]1	-20.7%	21.4*	45.7*	-4.0%	-1.3%	-39.7	-8.7%
O=c1c2c3c(sc2n2cnnc2n1C1CCCCC1)CCC3	-19.1%	-3.4	4.5	-1.4%	.	.	9.1%
COc1ccc(CNC(=O)COC(=O)/C=C/c2ccc(Cl)cc2)cc1	-29.0%	0.6	23.0	5.2%	18.0%	-22.6	2.1%
Cc1ccc(C)c(NC(=O)CSc2nncn2C)c1	-15.4%	-1.1	2.1	-12.4%	4.8%	13.2	-1.8%
O=C(Nc1ccc2ccccc2c1)c1ccc(Cl)cc1Cl	-43.4%	26.0*	31.7*	-10.3%	-7.8%	-38.2	0.0%
CCCCCOCC1CC(C/C(C)=N/NC(N)=O)(C(=O)OCC)C(=O)O1 (stereo unspecified)	16.1%	-1.3	-0.9	-1.0%	-3.9%	35.9	2.6%
O=[N+]([O-])c1ccc(-c2ccc(S(=O)(=O)N3CCOCC3)cc2)cc1	-21.5%	3.6	3.0	-4.1%	-0.8%	16.8	6.6%
OC[C@@H](O)C(O)[C@H](O)[C@@H](O)CO (stereo partly specified)	.	-2.8	-3.1	.	.	.	6.2%
C=CCN(c1ccccc1)S(=O)(=O)c1cccc(C(=O)NCc2ccncc2)c1	?	.	.	-15.2%	2.1%	-29.9	.
Cc1onc(-c2c(Cl)cccc2Cl)c1C(=O)c1c[nH]c(C(=O)NCC2CCCO2)c1 (stereo unspecified)	9.0%	-0.1	26.5	-14.1%	3.2%	-6.5	0.0%
COc1ccc(NC(=O)NC2(C(=O)N3CCCCCC3)CCCCC2)cc1	-8.5%	-0.4	-21.8	-12.0%	8.6%	10.1	14.0%
CC(C)c1ccccc1NC(=O)Nc1ccc2c(c1)OCO2	-2.0%	1.8	24.9	0.4%	-9.9%	7.0	.
CC(C)C(=O)N1CCN(c2ccccc2N)CC1	-9.5%	-1.5	19.4	-8.2%	-2.9%	41.6	-20.0%
CCN1C(=O)C(CC(=O)Nc2cccc(C(C)=O)c2)S/C1=N\c1ccccn1 (stereo unspecified)	-29.0%	1.1	18.1	?	-11.8%	-27.6	4.5%
N#Cc1ccc(NC(=O)C2CC(c3ccc(F)cc3)=NO2)cc1 (stereo unspecified)	-11.7%	-1.2	-19.9	?	11.0%	27.5	0.2%
O=C(NC1CCN(C(=O)N2CCOCC2)CC1)c1ccccc1	-26.5%	-1.2	-6.0	-1.2%	-2.2%	-7.1	7.5%
COc1ccccc1N1CCSC1C(N)=O (stereo unspecified)	-16.6%	-5.8	-7.6	-0.4%	4.0%	-19.6	-10.6%
Cc1ccc(S(=O)(=O)N(C)CC(=O)Nc2ncccc2C)cc1	-6.7%	.	.	-6.3%	-21.3%	-23.6	.
N#Cc1ccc(OCc2cccc(S(=O)(=O)N3CCOCC3)c2)cc1	-9.2%	.	.	-0.7%	17.9%	-24.4	.

Reprinted at random: five entries already listed
SMILES	AmpC no deterg	CHX counter	Shiga toxin inh	AmpC detergent	AMA1-RON2 inh	HCMV antiviral	FBPA Giardia inh
COc1ccc(NC(=O)NC2(C(=O)N3CCCCCC3)CCCCC2)cc1	-8.5%	-0.4	-21.8	-12.0%	8.6%	10.1	14.0%
C=CCN(c1ccccc1)S(=O)(=O)c1cccc(C(=O)NCc2ccncc2)c1	?	.	.	-15.2%	2.1%	-29.9	.
Cc1onc(-c2c(Cl)cccc2Cl)c1C(=O)c1c[nH]c(C(=O)NCC2CCCO2)c1 (stereo unspecified)	9.0%	-0.1	26.5	-14.1%	3.2%	-6.5	0.0%
CC(C)C(=O)N1CCN(c2ccccc2N)CC1	-9.5%	-1.5	19.4	-8.2%	-2.9%	41.6	-20.0%
Cc1ccc(S(=O)(=O)N(C)CC(=O)Nc2ncccc2C)cc1	-6.7%	.	.	-6.3%	-21.3%	-23.6	.

Following part.
SMILES	AmpC no deterg	CHX counter	Shiga toxin inh	AmpC detergent	AMA1-RON2 inh	HCMV antiviral	FBPA Giardia inh
COc1cc2c(cc1OC)C(=O)Cc1ccc3c(c1CN(C)CC2)OCO3	-17.2%	-1.3	-43.1	-0.5%	19.9%	48.1	5.1%&5.3%&1.9%
CCOc1ccc(CN2CCNC(=O)C2CC(=O)NCCc2cnccn2)cc1 (stereo unspecified)	21.5%	12.2	0.2	1.5%	32.1%[activator]	16.0	.
CCOC(=O)/C(=C\Nc1ccc(OC(F)(F)F)cc1)Sc1ncc(C(F)(F)F)cc1Cl	-10.4%	-3.1	-24.8	0.9%	-0.6%	9.2	-12.3%
COc1ccc(NS(=O)(=O)c2cc(NS(=O)(=O)c3cccs3)ccc2C)cc1	-38.4%	.	.	0.0%	-16.8%	1.7	.
COc1cccc(C2Nc3ccc4ccccc4c3C3=C2C(=O)CC(C)(C)C3)c1OCC(=O)O (stereo unspecified)	-33.5%	1.4	-8.6	0.2%	-2.7%	?	16.7%
Cn1cc(CN2CCC[C@H]2CO)c(-c2cccc(Cl)c2)n1	-20.9%	26.8*	-10.0	5.4%	-0.1%	9.3	-1.7%
CC1SC(C)C(=O)N(CC(=O)NCc2ccc(F)cc2)C1=O (stereo unspecified)	-12.6%	12.8*	4.2	-3.9%	-2.1%	2.9	0.9%
O=C(NCc1ccccc1CN1CCCC1)C1CCN(C(=O)c2ccc(F)cc2)CC1	24.5%	.	.	9.4%	3.2%	-12.3	.
Cc1c(NC(C)c2cc(Cl)ccc2O)c(=O)n(-c2ccccc2)n1C (stereo unspecified)	1.4%	-4.8	6.1	1.5%	-3.3%	-38.0	-6.1%
CCCCN1c2ccccc2N(CCCO)c2cc(C)nnc21	10.5%	13.7*	23.1	-2.5%	-6.8%	-10.0	-4.6%
COC(=O)c1c(NS(=O)(=O)c2cccs2)sc2c1CCCC2	-48.0%	-1.9	-13.5	3.0%	-9.8%	23.5	10.7%
CCOC(=O)c1c(C)[nH]c(C)c1S(=O)(=O)NCC(=O)Nc1ccccn1	-11.8%	2.7	12.6	-12.3%	0.0%	?	-2.9%
CCOc1ccc(NC(=O)CN(C)C(=O)c2cc(S(=O)(=O)N3CCCCC3)ccc2C)cc1OCC	?	.	.	?	47.4%[activator]	-36.8	.
C=CCn1c(=O)c(C(=O)Nc2cccnc2)c(O)c2ccccc21	-8.7%	-1.9	-2.5	5.9%	29.6%	67.0	-1.6%
CC(C)CC1Nc2ncnc(N3CCOCC3)c2N(Cc2ccccc2)C1=O (stereo unspecified)	-16.2%	.	.	.	11.7%&-3.1%	0.7&-18.6	.
CN(CC(=O)Nc1ccccc1Cl)C(=O)COC(=O)/C=C/c1ccccc1	-0.3%	.	.	-5.6%	-15.8%	-19.3	.
COc1cc(C(=O)OCC(=O)Nc2cccc(S(=O)(=O)N3CCOCC3)c2)ccc1OCC(C)C	-35.9%	.	.	-5.8%	0.9%	-8.4	.
COc1ccc(C2=NOC3(CC(=O)N(c4ccc(C)cc4)C3=O)C2)cc1 (stereo unspecified)	-15.9%	14.2	36.5	?	2.2%	33.1	-6.8%
CCN(CC)S(=O)(=O)c1ccc(C(=O)NCc2n[nH]c(=S)n2-c2ccc(Cl)c(Cl)c2)cc1	-44.7%	-8.9	20.3	6.1%	82.2%[activator]	-34.4	7.1%
COc1cccc(C(=O)Nc2ccc3nc4n(c(=O)c3c2)CCCC4)c1	-14.2%	22.7*	55.9*	?	4.6%	25.5	4.5%
CCn1cc(/C=C/C(=O)c2ccc(O)cc2)c(C)n1	-18.0%	12.9*	15.2	6.1%	12.2%	-4.3	-18.7%
Cc1ccc(S(=O)(=O)NCC(c2cccnc2)N2CCN(Cc3ccccc3)CC2)cc1 (stereo unspecified)	54.0%	-1.3	-16.2	4.4%	-7.3%	21.7	.
CCOc1ccc(OCC)c(S(=O)(=O)N2CCCCC2)c1	-3.7%	-2.8	-10.6	?	2.7%	-29.1	0.0%
